# EPAC1 antag – EPAC1 (human) antagonism; O95398; EPAC1 GEF assay, Rap1b-BODIPY-GDP exchange fluorescence; Potency, µM (doses to about 115 µM), for inactives: top-dose activity change, negative = inhibition, actives largely listed as inhibitors; hit rate 0.14% among 360,000; AID 720709;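 note: potency is the fitted concentration of half-maximal effect; plate controls were vehicle for no effect and positive control for full effect; nearly all actives have a fitted effect of over 50% in size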
# IL2 activator – IL-2 activation. IL-2 activation reporter assay, cell-based qHTS; stimulated with anti-CD3/CD4/CD28 beads; in transgenic mouse T cells. activation, % (series mostly up to about 46 µM). hit rate 0.065% among 360,000. AID 652025; in the data active = activation above about 50%; inconclusive = mostly about 30% to 49%; note: 0% is about no effect
#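 Screening format: compound pinned onto unstimulated transgenic mouse T cells, 60 min incubation, then anti-CD3/anti-CD4/anti-CD28 bead stimulation for 18 hours at 37 degrees C, followed by EGFP and DsRed detection.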
# EPAC1 agonist – EPAC1 (human) agonism | EPAC1 agonist qHTS, biochemical assay; response scale: 100% = response to 6.5 mM cAMP | Potency, µM (series often up to 154 µM), for the others: at the highest dose activation, usual class: activators | hit rate 0.073% among 360,000 | AID 720707; note: potency is the fitted concentration of half-maximal effect; nearly all actives have a fitted effect of over 60% in size
#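 Normalized to 6.5 mM cAMP, activity reflects EPAC1-catalysed release of BODIPY-GDP from Rap1B, followed kinetically over 30 min at 480 nm excitation, 540 nm emission. Reaction contained 100 nM EPAC1, 250 nM Rap1B-BODIPY-GDP, 50 uM GDP.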
# Abeta rescue – A-beta toxicity reversal in yeast | yeast expressing A-beta42, growth rescue, OD600, 48 h; response scale: 0% DMSO, 100% iron-clioquinol control | Potency, µM (top dose mostly 46.1 µM), for inactives: top-dose growth rescue, usual class: activators | hit rate 0.063% among 410,000 | AID 1347071; note: potency is the fitted concentration of half-maximal effect; nearly all actives have a fitted effect of over 55% in size
#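 Yeast growth medium received pinned compounds, then yeast cells expressing toxic A-beta were added; plates incubated at 30 C for 48 hr. Growth read as absorbance at 600 nm, normalized to DMSO and equimolar FeCl3 plus clioquinol controls.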
# PLK1 PBD inh – PLK1 (human) polo-box domain binding inhibition; hit rate 2.8% among 360,000; Plk1 PBD binding of FITC phosphopeptide, fluorescence polarization; P53350; Potency, µM, inactives show max response, negative = inhibition, usual class: inhibitors; note: potency is the fitted concentration of half-maximal effect; series mostly up to about 57 µM; % is set by controls: 0 for no effect and ±100 for the full control effect; nearly all actives have a fitted effect of over 65% in size
# Target sequence (P53350 whole entry, looked up, the tested form may be a part): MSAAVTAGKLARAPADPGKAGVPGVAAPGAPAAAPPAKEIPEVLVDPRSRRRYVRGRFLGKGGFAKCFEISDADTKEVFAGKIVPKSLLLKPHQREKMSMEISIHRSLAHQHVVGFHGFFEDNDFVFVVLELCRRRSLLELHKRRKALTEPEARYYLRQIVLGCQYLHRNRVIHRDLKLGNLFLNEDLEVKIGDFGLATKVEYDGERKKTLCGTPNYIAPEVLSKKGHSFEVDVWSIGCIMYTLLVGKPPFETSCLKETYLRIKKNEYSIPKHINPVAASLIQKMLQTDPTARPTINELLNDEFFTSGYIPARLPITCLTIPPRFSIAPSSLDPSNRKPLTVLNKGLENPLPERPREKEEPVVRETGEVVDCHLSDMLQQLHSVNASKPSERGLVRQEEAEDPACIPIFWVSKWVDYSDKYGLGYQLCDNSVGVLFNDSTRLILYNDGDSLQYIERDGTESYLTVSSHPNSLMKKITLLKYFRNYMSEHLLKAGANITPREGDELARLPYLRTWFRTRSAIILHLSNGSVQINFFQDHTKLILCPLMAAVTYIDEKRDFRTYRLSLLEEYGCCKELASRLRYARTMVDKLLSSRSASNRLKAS
# PI5P4K alpha inh – inhibitors of human PI5P4K alpha | PI5P4Kalpha enzyme, ADP-Glo luminescence, 60 min; stronger effect = lower value | max response, % | hit rate 1.2% among 330,000; active = max response of -50% or lower; inconclusive = between -30% and -50%; inactive = -30% or higher; note: value at the top dose of about 77 µM; % is set by controls: 0 for no effect and ±100 for the full control effect
# Target sequence (P48426 whole entry, looked up): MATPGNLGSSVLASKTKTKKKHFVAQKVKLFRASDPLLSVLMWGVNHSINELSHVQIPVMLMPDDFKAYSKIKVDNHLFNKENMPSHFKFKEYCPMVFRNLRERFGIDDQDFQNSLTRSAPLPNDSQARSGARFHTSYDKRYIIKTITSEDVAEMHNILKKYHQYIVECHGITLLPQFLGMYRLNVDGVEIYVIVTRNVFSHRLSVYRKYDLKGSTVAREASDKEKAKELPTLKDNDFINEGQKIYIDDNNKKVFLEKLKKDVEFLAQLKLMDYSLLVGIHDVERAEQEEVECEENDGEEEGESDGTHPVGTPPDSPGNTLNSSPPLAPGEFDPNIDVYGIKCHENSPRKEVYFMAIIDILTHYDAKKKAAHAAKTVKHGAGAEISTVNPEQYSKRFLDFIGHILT
#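 qHTS, 1536-well: enzyme/substrate mix, compound by pin tool, 5 microM ATP final; RT 60 min; ADP-Glo reagents 1 (45 min) then 2 (30 min); luminescence.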
# FUS suppressor – FUS proteinopathy suppression in yeast; AID 1347120; S. cerevisiae FUS-expressing, growth rescue, OD600, 24 h; hit rate 0.24% among 390,000; Potency, µM (top dose mostly 76.6 µM), for inactives: top-dose growth rescue (activation), actives largely listed as activators;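 note: potency is the fitted concentration of half-maximal effect; plate controls were DMSO vehicle for no effect and reference control for full effect; nearly all actives have a fitted effect of over 55% in size; some results filed as inactive show a strong effect at the top dose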
#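 Toxicity suppression screen in FUS-yeast. Cells induced with 2% galactose, starting OD 0.005, treated 24hr at 30C with compounds at multiple final concentrations; growth by OD600.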
# WRN helicase inh – WRN helicase (human) inhibition | WRN helicase unwinding, fluorescent forked duplex, kinetic | Potency, µM (series often up to 114 µM), inactives show at the highest dose activity change, negative = inhibition, actives largely listed as inhibitors | hit rate 0.46% among 360,000 | AID 651768; note: potency is the fitted concentration of half-maximal effect; % is set by controls: 0 for no effect and ±100 for the full control effect; nearly all actives have a fitted effect of over 55% in size
#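 Kinetic fluorescence helicase assay: unwinding of a quenched forked DNA duplex (100 nM final) with 2 mM ATP final raises red fluorescence (525/598 nm). Compounds sat 15 min at room temperature with 20 nM WRN beforehand.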
# * marks the source's active call; other numbers are inactive results; ? = inconclusive; nt = not tested or not shown; & = joins results of further samples; [ ] = dose if it differs, or a comment. Unless noted, calls come from the whole dose curve; as a rule, active = well fitted curve in the direction sought with a large enough effect; inconclusive = small, poorly fitted or top-dose-only effect, or another doubt; inactive = no such curve, though single readings can be large; an effect the other way counts as inactive or inconclusive.
SMILES,EPAC1 antag,IL2 activator,EPAC1 agonist,Abeta rescue,PLK1 PBD inh,PI5P4K alpha inh,FUS suppressor,WRN helicase inh
COc1cccc(NC(=O)Cn2nnc(C(=O)NCc3cccs3)c2N)c1,9%,-0.5,-1%,13%&-12%,-4%,-4,16%&19%,-1%
Cc1cccc(C(=O)OCC(=O)Nc2c(C)n(C)n(-c3ccccc3)c2=O)c1,10%,-3.4,9%,-18%,4%,3,nt,2%
O=C(CCn1nnnc1CN1CCOCC1)N1CCC(c2cccc(Cl)c2)C1 (stereo unspecified),-27%,0.5,6%,-7%,-9%,0,-9%,-2%
CC(C)N1C(=O)CN(C2CCCCCC2)C(=O)C1c1ccccc1F (stereo unspecified),-7%,-1.2,1%,-11%,0%,nt,21%,3%
O=C(NCCc1ccccn1)c1c(-c2ccsc2)sc2ccccc12,-7%,1.1,4%,2%,-11%,0,-6%,-4%
CCCCN1C(N)=NC[C@@H]1C(C)O (stereo partly specified),11%,2.6,3%,-19%,-8%,-1,-16%,12%
Cc1nn(-c2ccccc2)c(C)c1NC(=O)COc1ccc2ccccc2c1,-11%,-0.1,12%,-4%,1%,nt,22%,-9%
O=C1O[C@@H](c2ccccc2)C[C@@H](O)C(=O)CCc2ccccc21,-23%,0.1,4%,5%,-6%,1,-8%,0%
Cc1ccc(S(=O)(=O)NCCCNC(=O)OCc2ccccc2)cc1,-9%,1.6,0%,4%,-3%,1,nt,0%
COc1cc(-c2cc(C(=O)OCC(=O)NC3CC3)c3ccccc3n2)cc(OC)c1OC,-1%,-0.4,6%,?,-2%,1,0%,-3%
COc1cc2c(cc1OC)C(c1cc(OC)c(OC)cc1[N+](=O)[O-])N(C(C)=O)CC2 (stereo unspecified),2%,-0.7,-2%,-5%,-6%,-1,-2%,0%
CCOC(=O)c1nnc2cc(-c3ccccc3)nn2c1C,8%,0.0,4%,-7%,-8%,10,18%,-11%
O=C(Cc1c(F)cccc1Cl)Nc1cc(S(=O)(=O)N2CCOCC2)ccc1N1CCOCC1,-5%,-0.1,3%,17%,-3%,-2,6%,2%
CN(C(=O)c1ccc(S(=O)(=O)N2CCCC2)cc1)C1CCS(=O)(=O)C1 (stereo unspecified),6%,-4.3,3%,-3%,1%,6,-7%,12%
Cc1c(CCC(=O)NCCCN2CCCC2=O)c(=O)oc2c(C)c(O)ccc12,-4%,0.3,9%,0%,0%,0,-9%,-5%
Cc1nn(C(C)C(=O)N/N=C/c2ccc(N(C)C)cc2)c(C)c1[N+](=O)[O-] (stereo unspecified),18%,0.5,-5%,-12%,-2%,9,-10%,-25%
Cn1c(C(=O)N2CCCC(C(=O)NCc3cccs3)C2)cc2sccc21 (stereo unspecified),-3%,-2.1,-2%,1%,0%,nt,3%,-1%
O=C(O)C1CC(=O)N(CCc2ccc(F)cc2)C1 (stereo unspecified),-5%,-0.5,5%,18%,-11%,2,-5%,6%
O=C(O)C1CC=CCC1C(=O)Nc1ccc(F)c(F)c1 (stereo unspecified),-1%,-0.5,7%,6%,0%,0,6%,-3%
Cn1c(=O)c(C(=O)Nc2ncccc2O)c(O)c2ccccc21,-1%,-1.6,10%,-23%,-6%,nt,39%,-7%[57.1 µM]
CC(=O)Nc1ccc(S(=O)(=O)c2ccnc3cc(Cl)ccc23)cc1,-17%,-2.7,-8%,-4%,-8%,2,20%,-1%
C/C=C(\C)C(=O)Nc1cccc(C2=NOC3(C2)C[C@@H](C(N)=O)N(C(=O)c2cc([N+](=O)[O-])cc([N+](=O)[O-])c2C)C3)c1 (stereo partly specified),-14%,0.2,-11%,-16%,-2%,0,34%,2%
CCCn1cc(CN2CCC(Oc3ccc(C(=O)N4CCCC4)cc3)CC2)c(C)n1,13%,-2.9,10%,-2%,-8%,7,5%,1%
Cc1onc(-c2ccccc2)c1C(=O)NNC(=S)NC(=O)/C=C/c1ccccc1,-6%,1.1,-8%,33%,-20%,-13,nt,25%
CCc1nc2ccc(C(=O)Nc3cccc(OCC(=O)N(C)C)c3)cn2c1N(C)Cc1cc2ccccc2s1,8%,-0.1,3%,2%,0%,1,31%,-5%
COc1ccccc1C(=O)OCC(=O)Nc1ccc(OC(F)F)cc1,-16%,1.3,6%,1%,5%,1,-7%,-6%
COc1cc(NC(=O)c2ccc(COc3ccccc3Br)o2)cc(OC)c1OC,-25%,0.1,13%,-3%,-6%,-4,nt,-12%
CCOc1ccc(CCN2C(=O)C(=O)N([C@@H](CC(C)C)CN3CCC[C@H]3CN3C(=O)C(=O)NC[C@@H]3Cc3ccccc3)C[C@@H]2Cc2ccc(O)cc2)cc1,-1%,0.1,6%,-14%,-13%,-3,28%,-2%
CC(=O)c1sc(NC(=O)CCc2ccccc2)nc1C,7%,-3.1,3%,3%,-2%,4,-3%,9%
COc1cc(C(=O)N[C@H](C(=O)Nc2nnc(C3CC3)s2)C(C)C)cc(OC)c1OC,-3%,-0.7,-3%,-1%,3%,3,9%,3%
O=C(NCc1ccccn1)[C@@H]1C[C@H]1[C@@H](NP(=O)(c1ccccc1)c1ccccc1)c1ccccc1,-5%,0.0,-13%,-10%,-3%,2,-12%,-1%
Cc1cc(NC(=O)CSc2nnc(Cn3c(=O)sc4ccccc43)n2-c2ccccc2C)no1,-2%,-2.9,-3%,6%,-8%,-24,-3%,-6%
O=c1c2ccccc2nnn1CSc1ccccc1,13%,0.0,1%,-2%,4%,-4,1%,-14%[57.1 µM]
CN(C1CCCCC1)S(=O)(=O)c1ccc(=S)[nH]c1,9%,-2.4,8%,-1%,21µM*,-29,nt,?
COC(=O)C1=C(C)Nc2nc(-c3ccccc3)nn2C1c1ccc(C)o1 (stereo unspecified),-17%,-4.2,-6%,11µM*,-1%,2,-7%,-7%
O=C(c1cc(-c2ccccc2)on1)N1CCN(c2ccccc2)CC1,-15%,-2.1,2%,0%,3%,6,-10%,0%
OC(COc1cccc2ccccc12)CN1CCN(c2cccc(Cl)c2)CC1 (stereo unspecified),-7%,-2.4,13%,-19%,1%,14,11%,-4%
Cc1ccc(CCNC(=O)CS(=O)Cc2nc(-c3cccc(C)c3)oc2C)cc1 (stereo unspecified),-5%,-1.3,-20%,6%,-23%,3,19%,-5%
O=C(O)COc1ccccc1C=NNC(=O)c1ccc(NS(=O)(=O)c2cccs2)cc1,7%,-2.0,3%,4%,-1%,-57*,nt,-20%
COc1ccc(CN(C)CC(=O)Nc2cc3oc4ccccc4c3cc2OC)c(OC)c1,1%,3.0,0%,0%,0%,28,nt,-5%

# Exported tab-delimited: part of the list above
compound	EPAC1 antag	IL2 activator	EPAC1 agonist	Abeta rescue	PLK1 PBD inh	PI5P4K alpha inh	FUS suppressor	WRN helicase inh
CCc1nc2ccc(C(=O)Nc3cccc(OCC(=O)N(C)C)c3)cn2c1N(C)Cc1cc2ccccc2s1	8%	-0.1	3%	2%	0%	1	31%	-5%
CCCn1cc(CN2CCC(Oc3ccc(C(=O)N4CCCC4)cc3)CC2)c(C)n1	13%	-2.9	10%	-2%	-8%	7	5%	1%
COc1ccccc1C(=O)OCC(=O)Nc1ccc(OC(F)F)cc1	-16%	1.3	6%	1%	5%	1	-7%	-6%
Cc1ccc(CCNC(=O)CS(=O)Cc2nc(-c3cccc(C)c3)oc2C)cc1 (stereo unspecified)	-5%	-1.3	-20%	6%	-23%	3	19%	-5%

# An excerpt of these results, bar-delimited.
SMILES | EPAC1 antag | IL2 activator | EPAC1 agonist | Abeta rescue | PLK1 PBD inh | PI5P4K alpha inh | FUS suppressor | WRN helicase inh
Cc1onc(-c2ccccc2)c1C(=O)NNC(=S)NC(=O)/C=C/c1ccccc1 | -6% | 1.1 | -8% | 33% | -20% | -13 | nt | 25%
CCc1nc2ccc(C(=O)Nc3cccc(OCC(=O)N(C)C)c3)cn2c1N(C)Cc1cc2ccccc2s1 | 8% | -0.1 | 3% | 2% | 0% | 1 | 31% | -5%

# The list continues:
SMILES,EPAC1 antag,IL2 activator,EPAC1 agonist,Abeta rescue,PLK1 PBD inh,PI5P4K alpha inh,FUS suppressor,WRN helicase inh
CC(=O)Nc1ccc(NC(=O)c2ccccc2CCc2ccccc2)cc1,3%,-1.2,-2%,0%,1%,2,14%,-7%
CCOc1ccc(NC(=O)CC(c2ccccc2)c2ccc(F)cc2)cc1 (stereo unspecified),-6%,-0.1,-2%,-9%,-6%,-1,nt,3%
Cc1ccc(NC(=O)Cn2c(=O)c(C)nc3ccccc32)cc1,-17%,-0.3,-7%,1%,6%,9,8%,-1%
CCCCCOc1ccc(C(=O)NCC2(c3ccccc3)CCOCC2)cc1,-22%,-0.5,?,-7%,-5%,nt,?,-2%
Cc1[nH]c(=O)[nH]c(=O)c1S(=O)(=O)Nc1ccc(Br)cc1F,8%,-2.9,8%,1%,-5%,2,-6%,5%
CC1CCc2cc(F)cc3c(=O)c(C(=O)O)cn1c23 (stereo unspecified),-4%,0.0,0%,13%,-12%,-4,-35%,0%
N#Cc1ccc(CN2CCN(C(=O)Cn3nc(C(N)=O)c4ccccc4c3=O)CC2)cc1,9%,-0.3,-5%,-13%,-8%,-4,10%,-6%

# Compounds as they come; about 4.1% have a hit in one of these screens.
